Compound activity deposited in PubChem by several laboratories.
GDH-TPI inh: GDH-TPI coupled enzyme inhibition counter-screen; 1.2% of 360,000 active; AID 588335; GDH-TPI coupled enzyme counterscreen, NADH absorbance; inhibition, % at 4.8 µM; in the data active = inhibition above about 30%;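 note: 0% = DMSO wells and 100% = wells lacking the enzyme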
PfHsp40 rescue: rescue of PfHsp40-mediated yeast toxicity; S. cerevisiae expressing PfHsp40, growth rescue, ATP luminescence; growth rescue, % at 12.5 µM; 0.68% of 340,000 active; AID 504582; in the data active = growth rescue above about 28%, passing the limit was not always enough; inconclusive = no clear call, values can overlap the other calls;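 note: yeast W303a lacking pdr1 and pdr3 grown in galactose medium; growth measured after three days at 30 °C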
BoNT A protease: blocks Botulinum neurotoxin A light chain protease. 0.17% of 360,000 active. AID 588499. multiplex microsphere protease substrate cleavage, flow cytometry. inhibition, % at 10 µM; note: plate controls were buffer without enzyme for full effect and enzyme alone for no effect
FadD28 FP inh: M. tuberculosis FadD28 bisubstrate binding inhibition; FadD28 bisubstrate probe binding, fluorescence polarization; inhibition, % at 12.5 µM; 0.22% of 360,000 active; AID 588549; in the data active = inhibition above about 8.5%, passing the limit was not always enough; inconclusive = no clear call, values can overlap the other calls
BoNT-F LC inh: inhibitors of Botulinum neurotoxin F light chain protease; inhibition, % at 10 µM; AID 588497; Multiplex microsphere protease cleavage assay, flow cytometry; 0.22% of 360,000 active; in the data active = inhibition above about 35%, passing the limit was not always enough; inconclusive = no clear call, values can overlap the other calls; note: plate controls were buffer without enzyme for full effect and enzyme alone for no effect
UGM FP inh: blocks M. tuberculosis UGM enzyme; inhibition, % at 10 µM; P9WIQ1; 0.06% of 320,000 active; purified UGM, fluorescence polarization probe displacement; AID 504406; in the data active = inhibition above about 10%, passing the limit was not always enough; inconclusive = no clear call, values can overlap the other calls
Mtb FBA inh: inhibits M. tuberculosis FBA enzyme. purified M. tuberculosis FBA, fluorescence read-out. AID 588726. 2.3% of 360,000 active. P9WQA3. inhibition, % at 1 µM; in the data active = inhibition above about 27%;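 note: 0% = vehicle and 100% = reference inhibitor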
BioA inh: inhibitors of Mycobacterium tuberculosis BioA enzyme. purified M. tuberculosis BioA enzyme, plate reader. inhibition, % at 9.99 µM. 0.096% of 360,000 active. AID 602481; in the data active = inhibition above about 40%; inconclusive = no clear call, values can overlap the other calls
Anthrax LF inh2: blocks Bacillus anthracis lethal factor protease | P15917 | multiplex microsphere protease cleavage assay, LF | inhibition, % at 10 µM | 0.12% of 360,000 active | AID 588501; note: plate controls were buffer without enzyme for full effect and enzyme alone for no effect
Target sequence (P15917 whole entry, looked up): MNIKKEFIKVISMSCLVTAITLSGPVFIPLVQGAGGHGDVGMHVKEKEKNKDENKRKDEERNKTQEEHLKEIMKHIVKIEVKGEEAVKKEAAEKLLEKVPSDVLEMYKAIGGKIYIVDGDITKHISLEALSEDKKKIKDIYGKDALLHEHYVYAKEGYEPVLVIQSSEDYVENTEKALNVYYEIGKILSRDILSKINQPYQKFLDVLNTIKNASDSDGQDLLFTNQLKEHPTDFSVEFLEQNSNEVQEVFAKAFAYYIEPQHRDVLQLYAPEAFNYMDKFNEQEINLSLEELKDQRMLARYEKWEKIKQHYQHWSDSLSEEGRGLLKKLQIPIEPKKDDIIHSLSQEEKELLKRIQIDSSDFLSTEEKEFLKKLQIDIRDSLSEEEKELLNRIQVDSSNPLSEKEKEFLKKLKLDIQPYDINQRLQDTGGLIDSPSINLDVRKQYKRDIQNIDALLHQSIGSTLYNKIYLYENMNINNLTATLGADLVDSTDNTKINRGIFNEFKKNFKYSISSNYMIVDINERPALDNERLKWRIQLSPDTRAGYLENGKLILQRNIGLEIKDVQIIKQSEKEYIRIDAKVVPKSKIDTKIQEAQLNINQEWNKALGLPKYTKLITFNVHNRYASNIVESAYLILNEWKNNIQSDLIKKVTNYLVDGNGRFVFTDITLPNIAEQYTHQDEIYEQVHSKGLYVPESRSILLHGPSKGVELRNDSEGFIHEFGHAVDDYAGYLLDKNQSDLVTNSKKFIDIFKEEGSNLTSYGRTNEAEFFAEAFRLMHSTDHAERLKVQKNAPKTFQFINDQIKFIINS
The depositor's hits bear a star; ? = inconclusive; / = no result given; & = joins results of further samples. Cut-off read from the data, not from the text of the source, unless noted: active = inhibition above about 30%; inconclusive = no clear call, values can overlap the other calls; inactive = below that.

SMILES	GDH-TPI inh	PfHsp40 rescue	BoNT A protease	FadD28 FP inh	BoNT-F LC inh	UGM FP inh	Mtb FBA inh	BioA inh	Anthrax LF inh2
CCOC(=O)C(C(C)=O)=C1SC2CS(=O)(=O)CC2S1 (configuration not stated)	24	-0.5	-1.2	-1.9	-9	3.1	4	-1.2	-1
CN(C)S(=O)(=O)c1cccc(NC(=O)c2cc(-c3cccs3)nn2-c2ccccc2)c1	4	5.2	-0.4	-2.0	-7	0.8	0	-0.9	-1
OCCCn1c(C2CCCN2c2nc(-c3ccc(Cl)cc3)cs2)nc2cc(Cl)c(Cl)cc21 (configuration not stated)	14	-0.1	-0.1	-3.6	-3	5.4	4	-0.2	1
C=CCOC(=O)C1=C(C)OC(N)=C(C#N)C12C(=O)N(CN1CCOCC1)c1ccccc12 (configuration not stated)	-5	-0.8	-2.0	-2.0	?	1.4	0	-0.9	-11
COc1cc(OC)cc(C(=O)Nc2ccc(NC(=O)c3ccco3)c(Cl)c2)c1	-1	1.0	-0.5	-2.3	2	-2.4	3	-2.2	-3
COc1ccc(S(=O)(=O)NNC(=O)Nc2ccc(F)cc2F)c(OC)c1	7	-0.5	-3.0	0.8	0	-1.7	1	6.0	-4
O=C(CN(c1ccc(F)cc1)S(=O)(=O)c1ccccc1)NC1CCCCCC1	-2	-1.5	/	1.6	/	-2.6	2	-0.3	/
COc1cc(C2C(C(=O)c3ccc(C)o3)=C(O)C(=O)N2c2cc(C)on2)cc(Br)c1O (configuration not stated)	5	3.3	-0.5	-1.4	-5	2.9	0	-1.4	3
CCc1ccc(OCC(=O)Nc2cc(S(=O)(=O)CC)ccc2O)cc1	2	-0.1	4.2	-1.9	4	-2.6	0	0.0	0
c1ccc(-c2n[nH]c(-c3ccccn3)n2)nc1	-4&-1	0.3&-0.9	-4.5	-1.4&-1.3	-21	0.5&1.1	4&3	-1.3&-1.0	0
CCCC[n+]1ccn(-c2nc3c([N+](=O)[O-])cccc3n2C)c1	12	-1.8	3.3	-1.3	?	-0.8	0	4.8	-8
CC[C@]1(C(=O)OC)[C@H]2C(=O)N(Cc3ccccc3)C(=O)[C@H]2[C@H]2CN=C(SCc3ccc(C(=O)OC)cc3)N21	-10	-2.6	-0.3	-5.9	-10	/	-1	0.1	0
CSc1nnc(-c2ccccc2)n1C	8	-0.9	-0.7	0.0	-18	0.7	3	0.1	-2
COC(=O)C1=NN(c2ccccc2)C2(S1)S/C(=C\c1ccccc1)C(=O)N2c1ccccc1 (configuration not stated)	26	0.3	-0.9	0.7	2	-3.8	0	-1.2	-1
Cc1c(NC(=O)N(C)C)c(=O)n(-c2ccccc2)n1C	16	0.4	-0.2	0.8	0	0.8	3	-2.1	0
O=S1(=O)C[C@@H](N2CCN(CC3CC3)CC2)[C@H](COCc2ccccc2)N1	/	/	0.3	-2.6	1	/	-1	1.7	-2
O=C(Cn1c(C(F)(F)F)nc2ccccc21)c1ccc(Br)cc1	5	16	-0.5	-4.2	-17	-2.0	2	-1.7	-1
O=C(Nc1ncc(S(=O)(=O)c2ccc([N+](=O)[O-])cc2)s1)c1ccc2ccccc2c1	9	-0.4	-0.3	-2.2	5	-1.0	0	/	-1
CCc1cc(-c2n[nH]c(C)c2-c2nc3ccccc3s2)c(O)cc1OCC(=O)NN	-4	0.4	-1.2	-3.1	-9	5.2	5	/	-2
CCCCN1CC(COCc2ccccc2)Oc2cccc(Oc3cc(C)c(C)c(C)c3)c2S1(=O)=O (configuration not stated)	17	-0.3	-0.6	-1.2	-4	/	0	-4.1	-6
Cc1oc(/N=C/c2ccc3c(c2)OCO3)c(C#N)c1C	1	0.9	-0.7	-2.9	-4	-1.8	-3	-1.9	-1
Cc1ccc(S(=O)(=O)N(CC(=O)N(C(C)C)C(C)C)C(=O)N2CCN(C)CC2)cc1	-2	-0.6	1.1	-0.8	6	-1.6	1	-1.1	0
CC(=O)N1CCN(CC(=O)Nc2cc([N+](=O)[O-])ccc2Cl)CC1	1	-0.7	-0.9	-1.0	-10	0.6	2	5.2	2
Cc1ccc(OCCNC(=O)c2ccc(C)o2)cc1	18	-2.3	0.4	0.7	1	-1.8	3	-1.3	0
CCN(CC)c1ccc(C(=O)OCC(=O)Nc2ncccn2)cc1	26	1.8	0.9	0.0	0	3.9	-1	-0.3	3
COc1ccc(-c2coc3cc(OC(C)=O)ccc3c2=S)cc1	10	21	0.1	-0.6	-2	/	10	1.2	5
Cc1c(C)c2ccc(OCC(=O)NC3CCN(Cc4ccccc4)CC3)c(C)c2oc1=O	7	0.6	-0.5	-2.4	0	0.0	38*	-0.4	-1
CC(=C/c1ccccc1)/C=N/n1c(C)n[nH]c1=S	10	1.6	1.9	-3.0	5	-3.5	0	0.5	10
Cc1cccc(C2Nc3ccccc3C(=O)N2c2ccc(F)cc2)n1 (configuration not stated)	10	-0.2	1.2	0.1	1	1.1	49*	1.5	-2
COc1ccc([N+](=O)[O-])cc1N(CC(O)CN1CCCCC1)S(=O)(=O)c1ccccc1 (configuration not stated)	10	-0.9	4.9	-1.7	12	0.6	5	/	5

Five structures from above, sorted by SMILES length, descending.
SMILES	GDH-TPI inh	PfHsp40 rescue	BoNT A protease	FadD28 FP inh	BoNT-F LC inh	UGM FP inh	Mtb FBA inh	BioA inh	Anthrax LF inh2
CC[C@]1(C(=O)OC)[C@H]2C(=O)N(Cc3ccccc3)C(=O)[C@H]2[C@H]2CN=C(SCc3ccc(C(=O)OC)cc3)N21	-10	-2.6	-0.3	-5.9	-10	/	-1	0.1	0
CCCCN1CC(COCc2ccccc2)Oc2cccc(Oc3cc(C)c(C)c(C)c3)c2S1(=O)=O (configuration not stated)	17	-0.3	-0.6	-1.2	-4	/	0	-4.1	-6
O=S1(=O)C[C@@H](N2CCN(CC3CC3)CC2)[C@H](COCc2ccccc2)N1	/	/	0.3	-2.6	1	/	-1	1.7	-2
CC(=O)N1CCN(CC(=O)Nc2cc([N+](=O)[O-])ccc2Cl)CC1	1	-0.7	-0.9	-1.0	-10	0.6	2	5.2	2
CCOC(=O)C(C(C)=O)=C1SC2CS(=O)(=O)CC2S1 (configuration not stated)	24	-0.5	-1.2	-1.9	-9	3.1	4	-1.2	-1

Additional structures
SMILES	GDH-TPI inh	PfHsp40 rescue	BoNT A protease	FadD28 FP inh	BoNT-F LC inh	UGM FP inh	Mtb FBA inh	BioA inh	Anthrax LF inh2
CC(C)C(NS(=O)(=O)c1cccs1)C(=O)NCc1ccccc1Cl (configuration not stated)	5	-0.8	-0.1	-1.3	-1	1.1	3	/	0
CC(c1ccc(F)cc1)n1cc(C(=O)NCCN(C)C)nn1 (configuration not stated)	-3	1.0	-0.6	1.6	-3	1.4	1	/	-3
COC(=O)c1cc(Cl)c(NC(=O)/C=C/c2ccc(Cl)cc2)cc1OC	11	0.6	-2.0	-4.5	-3	-0.7	-3	0.7	-1
CC(NC(=O)Nc1ccccc1C(F)(F)F)C1CCCO1 (configuration not stated)	-7	-0.2	0.1	0.3	1	1.1	2	/	-1
CC(C)n1nc(C(=O)Oc2cc(Cl)ccc2Cl)c2ccccc2c1=O	0	-1.7	0.9	-1.4	15	1.2	2	2.0	5
Cc1cc(-c2cc(C(=O)NCc3ccccc3)on2)nc(S(C)(=O)=O)n1	-10	-1.3	-0.2	-5.8	-1	-3.5	0	11	0
CCN1C(=O)C(Cc2nc3ccccc3c(=O)n2C)c2ccccc21 (configuration not stated)	-2	0.2	-0.3	-2.4	-2	-0.9	-1	6.2	0
O=C(COC(=O)C1CCN(C(=O)Nc2ccccc2)CC1)NCC(F)(F)F	-14	-1.0	-0.3	-3.6	3	1.2	-1	1.4	8
CCOc1ccc(N2CC(C(=O)Nc3ccc(S(=O)(=O)N4CCCC4)cc3)CC2=O)cc1 (configuration not stated)	8	-1.2	1.4	-2.3	-23	0.6	-1	0.6	8
C[C@H](O)[C@@H]1C(=O)N2CCc3ccc(N4CCN(C)CC4)cc3[C@@H]2C[C@@H]1N(C)C(=O)c1ccc(C#N)cc1	4	-1.3	-0.3	-3.1	-4	/	-1	1.8	-6
Cc1nc(C)c(C(=O)OCC(=O)NCc2ccccc2Cl)s1	10	-0.4	-0.9	-0.9	4	-2.9	7	-1.9	-10
Cc1oc(-c2ccccc2Cl)nc1CN1CCCCC1c1cccnc1 (configuration not stated)	2	-0.7	-4.2	-1.8	-6	1.7	-2	/	-3
CCCc1c(C)[nH]c2nc3ccccc3n2c1=O	5	-2.9	-2.0	0.3	2	4.1	20	-3.6	3
COc1ccc(C(=O)N2CCCN(C)CC2)c(OC)c1	2	-0.3	1.4	-3.0	?	0.2	1	-0.7	4
COc1ccccc1C1c2[nH]c3ccccc3c2C[C@H]2C(=O)N(C3CCN(Cc4ccccc4)CC3)CC(=O)N12 (some centres not stated)	-1	?	-0.9	/	-1	-1.4	-2	0.5	7
CCn1cc(C2=NCC(C)O2)c2ccccc21 (configuration not stated)	9	-0.9	-0.2	-4.2	-7	0.5	2	/	-4
CCCCOC(=O)c1ccc(NC(=O)COC(=O)CSc2nc(C)cc(C)n2)cc1	1	3.1	0.9	-2.2	8	-0.5	-1	2.6	0
Cc1cccc(NC(=O)/C(C#N)=C\c2ccc(C(=O)O)cc2)c1	9	-1.2	0.5	-2.9	-2	-0.2	-3	/	0
COC(=O)c1[nH]c2cccc(Cl)c2c1NC(=O)CN(C)C1CCCCC1	7	-0.6	0.3	-1.6	-2	2.9	2	1.8	4
O=C(NN=C1CCCC1)c1ccccc1[N+](=O)[O-]	-10	-0.8	-0.1	-5.2	3	-1.1	-2	1.9	13
CC1CCCCN1C(=O)CSc1nnc(-c2c[nH]c3ccccc23)o1 (configuration not stated)	-6	-0.5	0.1	-4.9	-6	0.4	-1	-0.4	-4
C#CCOCCOCCOCCNc1nc(N2CCN(C(=O)CCCCCCCCCCNC(=O)Cn3cc(C[C@@H](C)O)nn3)CC2)nc(N2CCN(C(=O)CCCCCCCCCCNC(=O)[C@H](CCCCN)n3cc(C[C@@H](C)CC)nn3)CC2)n1	6	-1.0	-0.4	-15	-51	-0.1	0	9.3	-15
COc1cc(CNC(=O)Nc2nc(C(N)c3ccccc3)cs2)cc(OC)c1OC (configuration not stated)	-8	/	-0.5	-4.4	-14	/	1	-1.0	-6
NC(=O)C1(N2CCCCC2)CCN(C(=S)Nc2ccccc2)CC1	-7	-0.5	-0.7	-2.0	-4	3.5	-7	4.9	0
O=C(NCc1cccc(Cl)c1)c1cccc2c(-c3cccnc3)coc12	3	/	0.3	-2.4	0	/	1	6.0	0
COc1cccc(NC(=O)CN(C)C(=O)CSc2nc(C)cc(C)n2)c1	-5	-0.5	0.2	-0.9	-3	0.8	1	0.0	0
CCc1ccc(CNC(=O)CCn2nc(C)c3c(C)n(-c4ccccc4)nc3c2=O)cc1	1	1.1	-0.2	0.2	-8	0.9	0	-1.7	-2
CCOC(=O)Cn1cc(C=O)c2ccccc21	11	-2.0	0.0	-1.0	6	-0.8	1	/	-1
CC(C)(C)N(Cc1ccccc1)C(=O)c1ccncc1	-13	-0.6	-2.6	-3.9	21	1.3	-3	-0.7	6
O/N=C/c1ccc(OCc2ccccc2)c(Cl)c1	-2	7.5	0.2	-3.0	0	0.9	3	/	-2
Cc1ccc(S(=O)(=O)N/N=C/c2c(C)nn(-c3ccccc3)c2C)cc1	5	0.8	-0.5	-2.3	-6	1.9	1	-0.7	-2
CC(=O)Nc1ccc(NC(=O)C2CCC(CNS(=O)(=O)c3cccc4nsnc34)CC2)cc1 (configuration not stated)	1	-0.1	-1.2	-1.8	-6	-1.6	-2	/	-1
CC(C)c1ccc(NC(=O)C2CCCN(S(=O)(=O)c3cnc[nH]3)C2)cc1 (configuration not stated)	-13	-0.7	-0.4	-1.5	-3	-0.5	-1	-0.4	2
Cc1ccc(SCCNC(=O)c2ccc(C)c([N+](=O)[O-])c2)cc1	-6	48*	-0.2	-5.0	1	0.9	-2	4.1	-2
Cc1ccc(CN2CC(N3CCN(C4CCN(C)CC4)CC3)CS2(=O)=O)cc1 (configuration not stated)	/	/	0.3	-3.7	9	/	0	0.3	2
CN(CCOc1ccccc1)CCOc1ccccc1	-4	0.0	-1.2	0.8	2	2.1	2	1.2	0
CCn1ccc(C(=O)NC2CCCC2)n1	3	0.3	-1.1	-2.6	1	2.2	0	0.2	1
